GRK2 inh – blocks RNA aptamer binding to human GRK2 | bead flow cytometry, FAM-aptamer displacement from GRK2 | inhibition of aptamer binding, % at 10 µM | hit rate 0.59% among 330,000 | AID 488847;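 active = inhibition of aptamer binding above 40%, roughly 3 SD of noise, on plates passing a quality check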;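 also: median bead fluorescence of bound FAM aptamer so fluorescent compounds give negative values; no value below 0 was filed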
Fam108B inh – blocks mouse Fam108B hydrolase in RBBP9 counter-screen; recombinant Fam108B, FP-Rh probe fluorescence polarization; inhibition, % at 9.51 µM; hit rate 0.33% among 300,000; AID 1947;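 active = inhibition above the screen mean inhibition plus 3 SD, computed separately per campaign, cut at about 18% in these data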;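 also: inhibitors lower polarization as less probe binds the enzyme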
Efflux pump mplx – antifungal efflux pump inhibition, Nile Red retention; S. cerevisiae Candida pump triplex; inhibition, % at 10 µM; hit rate 0.44% among 330,000;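 active = plate passing quality check with inhibition over a set limit, or well fluorescence over plate mean plus 4 SD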;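 also: Nile Red retained in pooled yeast measured as flow cytometry median fluorescence; 0% = buffer negative control and 100% = Enniatin B positive control; higher means more Nile Red kept so more efflux inhibition; some compounds called inactive have numbers as strong as hits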
GLD-1 TGE inh – GLD-1-TGE RNA interaction inhibition (C. elegans); Q17339; inhibition, % at 5.96 µM; hit rate 0.44% among 320,000; purified GLD-1 + fluorescein TGE RNA, fluorescence polarization;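 active = percent inhibition above a per-plate cutoff, the plate mean of test compounds plus 3 SD, cut at about 30% in these data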;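 also: 0% = DMSO wells with GLD-1 and probe and 100% = wells lacking GLD-1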
VLA-4 inh – inhibition in a human VLA-4 binding assay | VLA-4 expressing cells, ligand binding flow cytometry | P13612 | inhibition, % (about 7 µM as worked out from the volumes in the protocol) | hit rate 0.2% among 330,000; in the data active = inhibition above about 50%
Bcl-xL primary – Bcl-xL (human) inhibition; GST-Bcl-xL / FITC-Bim BH3 peptide fluorescence polarization; hit rate 0.7% among 320,000; Q07817; inhibition, % at 10.9 µM;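 active = inhibition above the mean of all tested compounds plus 3 SD, cutoff set per campaign, cut at about 30% in these data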;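 also: 0% = DMSO wells and 100% = unlabeled Bim-BH3 peptide competitor; inhibitors lower millipolarization by displacing the labeled peptide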
Target sequence (Q07817 whole entry, looked up): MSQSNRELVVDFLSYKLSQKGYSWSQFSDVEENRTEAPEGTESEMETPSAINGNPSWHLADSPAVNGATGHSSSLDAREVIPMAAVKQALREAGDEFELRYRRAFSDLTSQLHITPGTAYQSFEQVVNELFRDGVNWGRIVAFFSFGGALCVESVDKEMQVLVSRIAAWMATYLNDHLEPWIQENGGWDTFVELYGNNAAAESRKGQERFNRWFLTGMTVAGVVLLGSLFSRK
MCL1-BIM inh – MCL1-BIM-BH3 interaction inhibition (human); GST-MCL1 / FITC-Bim-BH3 fluorescence polarization; inhibition, % at 10.9 µM; hit rate 0.68% among 320,000;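 active = inhibition above the mean inhibition of all tested compounds plus 3 SD, set per campaign, cut at about 40% in these data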;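 also: 0% = DMSO wells and 100% = unlabeled Bim-BH3 peptide control; higher means more loss of mP so more displacement of Bim peptide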
Target sequence (Q07820 whole entry, looked up): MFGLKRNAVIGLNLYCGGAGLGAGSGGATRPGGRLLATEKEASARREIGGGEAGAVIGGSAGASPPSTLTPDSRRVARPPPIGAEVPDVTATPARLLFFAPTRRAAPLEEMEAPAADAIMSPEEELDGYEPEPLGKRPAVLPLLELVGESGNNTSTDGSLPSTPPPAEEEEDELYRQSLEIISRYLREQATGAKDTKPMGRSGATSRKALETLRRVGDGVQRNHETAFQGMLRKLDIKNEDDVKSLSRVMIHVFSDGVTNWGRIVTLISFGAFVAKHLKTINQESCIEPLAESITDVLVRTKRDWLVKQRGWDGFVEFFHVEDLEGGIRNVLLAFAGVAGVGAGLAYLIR
MEX-5 binding – C. elegans MEX-5 TCR-2 RNA binding activity | MEX-5/FITC-TCR2 RNA binding, fluorescence polarization; active compounds read low | Q9XUB2 | AID 1832 | hit rate 0.38% among 300,000 | activity score (negative = inhibition of binding), % at 10 µM;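 active = inhibition past about -25% in most replicates, and total fluorescence under double the plate's negative control median, limit read from the data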;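 also: 0% = DMSO and -100% = 5 µM competing unlabeled TCR2 RNA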
Target sequence (Q9XUB2 whole entry, looked up): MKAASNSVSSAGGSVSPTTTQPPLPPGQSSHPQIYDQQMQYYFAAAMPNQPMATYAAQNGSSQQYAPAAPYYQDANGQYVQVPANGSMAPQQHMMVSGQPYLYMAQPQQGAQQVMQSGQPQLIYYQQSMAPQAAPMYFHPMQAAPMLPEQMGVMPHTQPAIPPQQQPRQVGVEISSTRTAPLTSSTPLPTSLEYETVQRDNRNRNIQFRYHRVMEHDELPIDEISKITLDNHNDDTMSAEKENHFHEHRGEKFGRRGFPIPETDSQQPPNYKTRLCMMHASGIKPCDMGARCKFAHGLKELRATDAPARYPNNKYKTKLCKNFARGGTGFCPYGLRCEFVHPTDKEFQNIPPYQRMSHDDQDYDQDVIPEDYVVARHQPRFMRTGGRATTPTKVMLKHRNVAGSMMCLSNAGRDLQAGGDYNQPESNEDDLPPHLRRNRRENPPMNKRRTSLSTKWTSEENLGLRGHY
PME-1 inh – PME-1 (human) inhibition | Q9Y570 | hit rate 0.53% among 320,000 | recombinant PME-1, FP-Rh probe fluorescence polarization | inhibition, % at 5.9 µM | AID 2130;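 active = inhibition above the campaign mean of all compounds plus 3 SD, cut at about 26% in these data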;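 also: competitive labeling of PME-1 active site by serine hydrolase directed probe; 0% = PME-1 with DMSO and 100% = wells lacking PME-1 enzyme; inhibitors block probe labeling so polarization falls and inhibition rises; many of its hits are not listed in these tables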
Starred values were filed as active, the others as inactive; . = no result given; & = joins results of further samples. This is a subset; rates above refer to the full screens.

Molecule,GRK2 inh,Fam108B inh,Efflux pump mplx,GLD-1 TGE inh,VLA-4 inh,Bcl-xL primary,MCL1-BIM inh,MEX-5 binding,PME-1 inh
O=C(O)C(NS(=O)(=O)c1cccc2nsnc12)c1ccccc1 (stereo not drawn),0,1,0.0,3,0,5,1,-1.5,3
C/C(=N\Nc1nc(N2CCCCC2)nc(N2CCOCC2)n1)c1ccccc1O,2,1,-0.3,7,4,0,0,2.1,-6
O=C1CCc2ccccc2N1,0,0,-0.1,-6,11,3,-1,-2.2,-1
O=C1C2C3C=CC(C3=C(c3ccccc3)c3ccccc3)C2C(=O)N1CCO (stereo not drawn),1,-2,-0.1,-5,0,4,5,-1.1,2
CSc1ncccc1C(=O)N1CCN(S(=O)(=O)c2cc(C)ccc2C)CC1,0,0,-0.1,0,-4,5,1,-1.1,7
CC(C)(C)c1ccc(CS(=O)(=O)CC(O)CN2CCCC2=O)cc1 (stereo not drawn),3,-2,-0.2,0,0,0,-7,0.3,4
Nc1c2c(nc3c1CCC3)CCCC2,1,-4,0.0,4,10,3,8,-1.4,-8
CC1(C)Cc2ccccc2C(N/N=C/c2ccc([N+](=O)[O-])cc2)=N1,1,-3,-0.1,-7,0,3,1,1.1,-2
COc1cccc(N2CC(C(=O)Nc3nnc(SCC(=O)Nc4cc(C)on4)s3)CC2=O)c1 (stereo not drawn),0,-21,0.1,4,13,4,6,-1.4,1
CSc1ccc(/C=N/S(=O)(=O)c2ccccc2)cc1,0,4,0.2,-5,8,2,-3,1.5,-3
O=C(OCC(=O)N1CCN(c2ccccc2)CC1)c1ccc2ccccc2n1,0,2,0.0,2,2,-7,-7,0.3,0
CN(CC(=O)Nc1ccc(Cl)c(C(F)(F)F)c1)C(=O)C1CCC1,6,-1,-0.1,1,18,3,-1,1.1,-2

Next part:
Molecule,GRK2 inh,Fam108B inh,Efflux pump mplx,GLD-1 TGE inh,VLA-4 inh,Bcl-xL primary,MCL1-BIM inh,MEX-5 binding,PME-1 inh
Brc1cccc(CN2CCN(c3ncccn3)CC2)c1,1,.,0.0,.,9,.,.,-3.1,.
Cc1cc(C(=O)CSc2nncn2C)c(C)n1-c1ccccc1,2,2,1.1,-5,5,2,-1,-2.0,-2
C/C(=N\NC(=O)c1ccccc1F)c1cccc(NC(=O)c2ccccc2)c1,0,2,-0.1,4,-5,3,5,2.3,-8
COc1ccc(NS(=O)(=O)c2cccc(NC(=O)c3ccccn3)c2)cc1,0,-5,-0.1,3,10,2,-3,1.8,-5
CC(=O)Nc1ccc(N2C(=O)C3C4CC(=O)C(c5ccccc54)C3C2=O)cc1 (stereo not drawn),4,5,0.3,-10,11,-2,-8,-0.4,2
O=c1sc2ccccc2c(N2CCCC2)c1[N+](=O)[O-],0,-2,0.1,9,9,2,0,-0.5,-5
CCc1ccc2c(Cl)c(C(=O)N/N=C/c3c[nH]c4ccccc34)sc2c1,0,8,-0.1,-6,-25,2,-3,2.2,22
Cc1ccc(S(=O)(=O)CCSc2n[nH]c(=O)n2-c2ccc3c(c2)OCCO3)cc1,0,-1,0.1,2,0,2,2,2.7,2
CCOC(=O)NC(NCc1ccccc1Cl)(C(F)(F)F)C(F)(F)F,0,-3,-0.1,-3,12,7,3,-0.2,-1
O=C(CNC(=S)N(CCCN1CCOCC1)Cc1cccs1)N1CCCC1,0,4,0.1,6,9,11,9,0.2,0
COc1ccc(-c2cc(C(F)(F)F)nc(SCC(=O)Nc3cc(C)on3)n2)cc1,0,0,0.2,8,0,0,9,0.1,-2
O=C(NCCCn1ccnc1)C(=O)NCC1OCCN1S(=O)(=O)c1ccc(F)cc1 (stereo not drawn),0,-3,0.3,-2,0,0,-3,-0.9,-4

Reprinted from the part before: three entries; new compounds follow.
Molecule,GRK2 inh,Fam108B inh,Efflux pump mplx,GLD-1 TGE inh,VLA-4 inh,Bcl-xL primary,MCL1-BIM inh,MEX-5 binding,PME-1 inh
O=C(CNC(=S)N(CCCN1CCOCC1)Cc1cccs1)N1CCCC1,0,4,0.1,6,9,11,9,0.2,0
COc1ccc(-c2cc(C(F)(F)F)nc(SCC(=O)Nc3cc(C)on3)n2)cc1,0,0,0.2,8,0,0,9,0.1,-2
O=C(NCCCn1ccnc1)C(=O)NCC1OCCN1S(=O)(=O)c1ccc(F)cc1 (stereo not drawn),0,-3,0.3,-2,0,0,-3,-0.9,-4
CC1(C)CC(=NOC(=O)c2ccccc2)CC(C)(C)N1O,0,-2,-0.1,1,18,-3,-2,2.0,-8
COCCn1ccc2c(OCC(=O)NCCc3ccccc3)cccc2c1=O,1,0,0.0,8,3,-1,2,2.4,5
Cc1ccc(/C=N/N2CCN(c3ccccc3)CC2)cc1,0,2,-0.1,1,-5,4,1,2.7,-2
N#Cc1nc(COc2ccccc2Cl)oc1NCc1ccc(F)cc1,0,-5,0.1,-9,-8,-24,-31,-1.4,0
O=C(CCn1nnc2ccccc2c1=O)N[C@H](C(=O)O)c1ccccc1,1,-1,-0.1,-2,-1,2,1,-0.3,2
CCOC(=O)c1c(Nc2ccccc2OCCOC)n[nH]c1C,2,2,0.1,4,-1,0,5,-6.6,2
O=[N+]([O-])c1ccc(OCCOCCOc2ccc([N+](=O)[O-])cc2)cc1,0,-1,0.0,2,5,0,0,-0.3,-1
O=C(Nc1cccc(NC(=O)c2ccc(-c3ccc(Br)cc3)o2)c1)c1ccccc1,90*,-13,0.2,-7,10,5,5,-1.8,-9
CCOCCCN(CCC#N)C(=O)C1CCN(S(=O)(=O)c2ccc(-n3cnnn3)cc2)CC1,0,-5,0.2,-1,24,3,2,-1.0,-5
COc1ccccc1-n1c(SCC(=O)N2CCCCC2)nc(O)c(Cc2ccccc2)c1=O,0,1,-0.1,8,1,-2,-6,.,2
COc1ccc(C2(CNS(=O)(=O)c3ccc(C)cc3)CCOCC2)cc1,0,1,0.1,1,9,0,3,-1.0,3
C/C(=N\NC(=O)CCCNc1ccc(C)cc1)c1ccccn1,1,3,-0.2,2,-2,1,3,-1.1,-2

New compounds follow.
Molecule,GRK2 inh,Fam108B inh,Efflux pump mplx,GLD-1 TGE inh,VLA-4 inh,Bcl-xL primary,MCL1-BIM inh,MEX-5 binding,PME-1 inh
O=C(NCCSc1ccccc1)c1cccnc1,0,0,-0.1,3,-5,6,1,0.2,-2
COc1cc(C(=S)N2CCOCC2)ccc1OC(=O)c1cc([N+](=O)[O-])cc([N+](=O)[O-])c1,0,2,0.1,0,2,2,2,2.2,-2
O=C(c1cccc(F)c1)N1CCN(S(=O)(=O)c2ccccc2)CC1,4,4,0.0,2,-3,5,0,2.7,-6
Cc1ccc(Nc2nc(-c3cccs3)cs2)nc1,1,2,0.1,-3,0,1,-3,1.0,17
CCc1ccc(CC2S/C(=C(\C#N)C(C)=O)NC2=O)cc1 (stereo not drawn),1,-4,0.1,2,2,-3,1,.,1
COCc1c(C(=O)N2CCN(CCOc3ccccc3)CC2)oc2ccccc12,5,.,0.0,0,12,3,8,.,2
O=S(=O)(NCc1ccco1)c1cnc(Cl)c(Cl)c1,2,1,0.0,4,8,5,-2,2.0,-3
O=S(=O)(NC1CCCCC1Sc1ncccn1)c1ccccc1 (stereo not drawn),0,-2,-0.2,7,14,0,-1,-0.7,-10
O=C(CCN1CCCCC1)Nn1c(=S)[nH]c2ccccc2c1=O,0,2,0.0,-4,12,2,4,1.0,5
O=C(Nc1ccc(S(=O)(=O)N2CCCCC2c2cccnc2)cc1)c1c(F)cccc1F (stereo not drawn),1,0,-0.1,9,47,7,0,-0.3,2
CCCN1C2CCCC1CC(NC(=O)NC13CC4CC(CC(C4)C1)C3)C2 (stereo not drawn),4,-1,0.1,-9,10,-2,-6,0.6,2
Cc1cc(NC(=O)CN2CCN(c3ccc(O)cc3)CC2)no1,0,0,0.4,9,3,-4,5,.,-3

(cont.)
Molecule,GRK2 inh,Fam108B inh,Efflux pump mplx,GLD-1 TGE inh,VLA-4 inh,Bcl-xL primary,MCL1-BIM inh,MEX-5 binding,PME-1 inh
COc1ccccc1N1CCN(C(=O)c2sc3nc(C)nc(N4CCN(c5ccccn5)CC4)c3c2C)CC1,2,2,-0.4,6,-6,7,5,1.7,8
Cc1nc2ccc(NC(=O)[C@H](C)N3C(=O)C4CC=CCC4C3=O)cc2s1 (stereo partly drawn),5,.,0.0,-2,-2,.,.,.,.
O=Cc1c(OCc2ccccc2)ccc2ccccc12,2,-2,0.0,-1,-8,2,7,-2.5,-2
Cn1c(Oc2ccc(F)cc2)c(C=O)c2ccccc21,1,3,0.0,-5,-1,2,-8,-0.8,-7
CN(C)C(CNC(=O)c1ccccc1OCc1ccc(Cl)cc1)c1ccco1 (stereo not drawn),0,-8,0.1,-2,-1,-5,-9,2.6,-5
COc1ccc2cc3[n+](cc2c1OC)CCc1cc2c(cc1-3)OCO2,5,-4&0,0.0,-45&-42,-22,22&10,26&8,-1.1,-1&-3
O=[N+]([O-])c1ccccc1N/N=C/c1ccccc1,3,1,0.0,3,-3,9,14,2.3,2
CCCNC(=O)C(Cc1ccc(OC)cc1)NC(=O)c1ccc(Cl)cc1 (stereo not drawn),0,.,-0.1,-8,0,-2,-2,.,-2
CCCc1cc(=O)oc2cc(C)cc(OCC(=O)NCCN3CCOCC3)c12,2,-6,-0.1,-3,14,0,-2,2.2,1
CCOc1cc(-c2noc(N)c2C#N)cc(OCC)c1OCC,0,-1,0.2,5,12,2,6,2.0,-3
O=C(Nc1ccc(Cl)cc1)Nc1nnc(CSCc2ccccc2)s1,0,3,0.4,4,6,0,2,0.9,3
CCCCN(C)C(=S)Nc1ccc(Oc2ccccc2)cc1,4,-2,0.2,1,-3,2,5,2.9,1

Ordered by count of non-hydrogen atoms (rising): part of the list above
Molecule,GRK2 inh,Fam108B inh,Efflux pump mplx,GLD-1 TGE inh,VLA-4 inh,Bcl-xL primary,MCL1-BIM inh,MEX-5 binding,PME-1 inh
O=S(=O)(NCc1ccco1)c1cnc(Cl)c(Cl)c1,2,1,0.0,4,8,5,-2,2.0,-3
CCOC(=O)c1c(Nc2ccccc2OCCOC)n[nH]c1C,2,2,0.1,4,-1,0,5,-6.6,2
N#Cc1nc(COc2ccccc2Cl)oc1NCc1ccc(F)cc1,0,-5,0.1,-9,-8,-24,-31,-1.4,0
C/C(=N\Nc1nc(N2CCCCC2)nc(N2CCOCC2)n1)c1ccccc1O,2,1,-0.3,7,4,0,0,2.1,-6
O=C(Nc1cccc(NC(=O)c2ccc(-c3ccc(Br)cc3)o2)c1)c1ccccc1,90*,-13,0.2,-7,10,5,5,-1.8,-9
O=C(Nc1ccc(S(=O)(=O)N2CCCCC2c2cccnc2)cc1)c1c(F)cccc1F (stereo not drawn),1,0,-0.1,9,47,7,0,-0.3,2

The listing continues:
Molecule,GRK2 inh,Fam108B inh,Efflux pump mplx,GLD-1 TGE inh,VLA-4 inh,Bcl-xL primary,MCL1-BIM inh,MEX-5 binding,PME-1 inh
Cc1ccccc1NC(=O)CCCCCN1C(=O)[C@@H]2Cc3ccccc3CN2C1=O,2,3,-0.3,-2,8,-3,2,-1.3,3
O=C(NN1CC(C(=O)OCc2ccc(Br)cc2)CC1=O)c1ccccc1 (stereo not drawn),0,-2,0.1,1,-1,2,2,0.6,-1
CCSc1nc2sc3c(c2c(=O)[nH]1)CC(C)(CC)OC3 (stereo not drawn),0,-5,0.3,6,-6,3,6,-0.3,0
CCOc1ccccc1N(CC)C(=O)Cn1ncc2c(=O)oc3ccccc3c21,0,-2,-0.2,6,-8,4,-1,-1.7,1
O=C(N/N=C/c1ccc(N2CCOCC2)o1)c1cccc([N+](=O)[O-])c1,0,4,-0.2,6,-4,17,23,-5.1,0

High-throughput results from PubChem.
